# High-throughput results deposited in PubChem BioAssay by several laboratories.
# Rab7 wt modul: modulators of GTP binding to dog Rab7 wildtype GTPase; GST-Rab7 beads, fluorescent GTP binding, flow cytometry; actives lie on both sides; untreated = 100%, excess cold GTP = 0%; actives 0.055% (n = 190,000); GTP binding activity (percent of control), % at 10 µM;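 active means fluorescent GTP binding to Rab7 beads changed by at least 20 points from the 100% baseline, either direction, mostly lower; inconclusive means compound itself probably fluorescent, or too few beads counted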;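 further: median green fluorescence of bound Bodipy-FL-GTP per Rab7 bead population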
# Mcl1 Bid PPI: Mcl-1/Bid interaction inhibition. TR-FRET Mcl-1/Bid-Dy647 peptide binding, 1536-well. inhibition, % at 21.7 µM. actives 0.97% (n = 220,000). AID 1021;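 active means compounds that cut the binding signal by more than half at the single screening dose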;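 further: His-tagged Mcl-1 with europium anti-His antibody binding Bid BH3 peptide; 0% = Mcl-1 plus peptide wells and 100% = peptide-only wells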
# Target sequence (Q07820 whole entry, looked up): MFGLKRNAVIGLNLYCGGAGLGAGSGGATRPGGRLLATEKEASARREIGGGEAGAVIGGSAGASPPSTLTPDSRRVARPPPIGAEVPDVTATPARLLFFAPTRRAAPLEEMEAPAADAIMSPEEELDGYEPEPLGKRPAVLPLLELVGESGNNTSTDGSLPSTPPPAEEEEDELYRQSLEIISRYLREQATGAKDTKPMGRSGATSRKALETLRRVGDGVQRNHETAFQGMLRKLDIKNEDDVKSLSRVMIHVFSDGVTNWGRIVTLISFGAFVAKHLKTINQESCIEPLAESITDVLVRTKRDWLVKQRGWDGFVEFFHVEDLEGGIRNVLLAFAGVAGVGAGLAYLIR
# HRas wt GTP: human HRas wildtype GTP binding, change in either direction | P01112 | GTP binding activity, % at 10 µM | actives 0.14% (n = 190,000) | GST-Ras wt beads, Bodipy-FL-GTP binding, flow cytometry; actives lie on both sides | AID 759;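 active means GTP binding activity at least 20% away from the 100% baseline, either lowered as inhibitor or raised as activator; inconclusive means flagged as likely green fluorescent, judged across all proteins in the well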;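 further: 0% = unlabeled GTP competition control and 100% = no-compound control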
# Target sequence (P01112 whole entry, looked up): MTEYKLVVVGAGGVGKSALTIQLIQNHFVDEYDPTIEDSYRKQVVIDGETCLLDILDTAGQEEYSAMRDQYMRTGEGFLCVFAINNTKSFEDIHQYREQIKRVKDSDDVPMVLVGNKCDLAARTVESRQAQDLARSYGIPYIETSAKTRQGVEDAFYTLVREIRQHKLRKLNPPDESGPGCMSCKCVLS
# Mcl1-Noxa inh: Mcl-1/Noxa interaction inhibition; Q07820; TR-FRET Mcl-1/Noxa peptide binding, 2 h; inhibition, % at 21.7 µM; actives 1.5% (n = 220,000);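 active means compounds that cut the protein-peptide binding signal by more than 50% relative to plate controls in a single-dose test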;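 further: His-tagged Mcl-1 with rhodamine Noxa BH3 peptide and terbium anti-His antibody; 0% = Mcl-1 plus Noxa peptide wells and 100% = peptide-only wells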
# Mcl-1 Bim block: disrupts Bim peptide binding to human Mcl-1. actives 0.1% (n = 190,000). Bead-based flow cytometry, Bim peptide-Mcl-1 binding. inhibition, % at 10 µM; in the data active means inhibition above about 40%;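 further: 0% = no compound tracer wells and 100% = peptide blocker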
# Cdc42 wt GTP: modulators (inhibitors or activators) of GTP binding to human Cdc42 wildtype | P60953 | GST-Cdc42 beads, Bodipy-GTP binding, flow cytometry; actives lie on both sides | percent activity (GTP binding), % at 10 µM | actives 0.2% (n = 190,000) | AID 761;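 active means percent activity GTP binding at least 20 points away from the 100% baseline, either down as inhibitor or up as activator; inconclusive means compound flagged as likely green fluorescent from well-wide comparison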;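 further: median bead fluorescence of bound Bodipy-FL-GTP at 100 nM; 0% = excess unlabeled GTP control and 100% = no compound control; below 100% means less GTP binding so inhibitor and above means activator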
# Target sequence (P60953 whole entry, looked up): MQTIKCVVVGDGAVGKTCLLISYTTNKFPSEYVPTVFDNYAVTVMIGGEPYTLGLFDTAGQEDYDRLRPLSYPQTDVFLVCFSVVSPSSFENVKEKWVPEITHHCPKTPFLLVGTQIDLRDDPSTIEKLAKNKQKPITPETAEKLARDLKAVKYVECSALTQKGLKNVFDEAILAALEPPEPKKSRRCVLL
# Rac1 mut GTP: modulators of GTP binding to human Rac1 activated mutant | P63000 | actives 0.11% (n = 190,000) | GST-Rac1 activated beads, fluorescent GTP binding, flow cytometry; actives lie on both sides; 100% means binding = to untreated wells | percent activity (GTP binding), % at 10 µM;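 active means GTP binding at least 20 percentage points away from the 100% baseline, in either direction, so actives lie on both sides; inconclusive means Compound likely fluorescent itself, or too few beads counted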
# Rab2 wt GTP: changes GTP binding to wildtype dog Rab2A, up or down; P61105; GST-Rab2 wt beads, Bodipy-GTP binding, flow cytometry; GTP binding activity, % at 10 µM; actives 0.19% (n = 190,000);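 active means GTP binding activity at least 20 points away from 100%, either lowered or raised; inconclusive means signal likely due to the compound's own green fluorescence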;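 further: 0% = beads with excess unlabeled GTP and 100% = no-compound control corrected for plate trend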
# Rac1 wt modul: alters GTP binding to wildtype human Rac1; P63000; GST-Rac1 beads, fluorescent GTP binding, flow cytometry; actives lie on both sides; 0 = cold GTP competed, 100 = untreated; GTP binding activity (% of control), % at 10 µM; actives 0.27% (n = 190,000);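 active means GTP binding activity at least 20 points away from the 100% control level, either lower or higher; inconclusive means compound flagged as likely green fluorescent, judged across all proteins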
# Pf gametocyte: P. falciparum stage V gametocyte viability inhibition; P. falciparum stage V gametocytes, ATP luminescence, 24 h; inhibition, % at 10.9 µM; actives 0.065% (n = 150,000); AID 743093;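 active means inhibition above the mean plus 3 SD of compounds within the control limits, set per campaign, cut at about 38% in these data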;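 further: 0% = DMSO wells and 100% = medium only without gametocytes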
# Avidin bead fluor: compound fluoresces at 488/530 nm on avidin beads; fluorescence (KMESF) at 10 µM; compound fluorescence 488/530 nm, flow cytometry; hits give high values; AID 1775; actives 0.38% (n = 220,000); in the data active means fluorescence above about 47; further: inactives centre near 10
# * = called active by the depositor; u = inconclusive; x = no result given. Compounds were not picked by outcome; about 2.7% have a hit in one of these screens.
nr	smiles	Rab7 wt modul	Mcl1 Bid PPI	HRas wt GTP	Mcl1-Noxa inh	Mcl-1 Bim block	Cdc42 wt GTP	Rac1 mut GTP	Rab2 wt GTP	Rac1 wt modul	Pf gametocyte	Avidin bead fluor
1	CC1Oc2ccccc2N(CC(=O)N(Cc2ccccc2)Cc2ccccn2)C1=O (configuration not stated)	103	-1	99	8	-2	99	98	100	100	x	6
2	CN(CCC#N)CC(=O)Nc1ccc(S(N)(=O)=O)cc1	97	-14	97	-2	2	100	97	100	97	-13	11
3	Cc1ccc(S/C(=N\S(=O)(=O)c2ccc(Cl)cc2)c2ccccc2)cc1	95	62*	96	27	-5	97	94	93	97	x	22
4	Cc1ccc(S(=O)(=O)N(Cc2ccc(Cl)cc2)c2ccccc2C(=O)NCc2cccnc2)cc1	99	4	100	7	-6	101	100	99	104	11	14
5	O=c1c2ccccc2nnn1CSc1nnnn1-c1ccc(O)cc1	98	-17	95	16	-1	97	94	93	98	4	12
6	O=C(Nc1ccc(F)cc1F)NC1CCN(S(=O)(=O)c2ccc(F)cc2)CC1	92	-2	95	16	-3	95	95	97	97	17	10
7	Cc1cccc(-n2c(C)cc(/C=C3\C(=N)N4N=C(CC(C)C)SC4=NC3=O)c2C)c1	u	-51	u	20	-3	u	u	u	u	6	8
8	COc1ccc(Cc2nc(-c3ccncc3)no2)cc1	100	-23	96	-17	4	96	95	96	98	16	8
9	COc1cc(CNC2CCCCC2)c(Br)cc1OC1CCCC1	104	-30	98	-2	0	97	95	96	92	-7	9
10	CCOC(=O)NC(=O)/C(N=Nc1ccc(C(F)(F)F)cc1)=C(\C)O	96	-7	98	3	4	93	93	96	99	10	11

# Other structures follow:
nr	smiles	Rab7 wt modul	Mcl1 Bid PPI	HRas wt GTP	Mcl1-Noxa inh	Mcl-1 Bim block	Cdc42 wt GTP	Rac1 mut GTP	Rab2 wt GTP	Rac1 wt modul	Pf gametocyte	Avidin bead fluor
11	CC(=O)N1CCc2cc(S(=O)(=O)NCCC(=O)Nc3cc(C)cc(C)c3)ccc21	105	-34	106	12	2	105	102	102	110	5	7
12	CCN(Cc1ccncc1)Cc1cn(C)nc1-c1ccc(Oc2ccccc2)cc1	96	10	97	6	0	94	96	97	99	-4	10
13	COC(=O)N(C)CCCC1(C)C(=O)N(C)c2ccc(O)cc21 (configuration not stated)	96	-43	98	7	2	103	99	97	101	-9	7
14	O=C(N1CCOCC1)C(F)(F)C(F)(F)C(F)(F)C(F)(F)C(=O)N1CCOCC1	104	-4	102	-1	-2	101	101	103	105	-2	7
15	COc1ccc(C(=O)N/N=C/c2ccccn2)cc1OC	98	-1	96	10	0	99	97	96	100	-10	20
16	COCCCn1c(SCC(=O)N2CCCCC2C)nnc1-c1ccco1 (configuration not stated)	97	-12	105	-4	1	104	99	103	105	-3	14
17	Cc1cccc(C)c1OCc1nnc(SCC(=O)Nc2ccccc2F)o1	102	6	103	1	-1	102	100	98	104	x	8
18	O=C(CN1C(=O)C(=O)N(Cc2ccco2)C1=O)NC1CCCCC1	95	-34	96	9	-2	96	97	97	99	4	12
19	NC(N)=N/N=C/c1cccc(Cl)c1Cl	96	-8	99	28	0	97	98	95	100	-28	12
20	CCc1c(C)c(C#N)c2nc3ccccc3n2c1N(C)C	95	-44	96	-6	2	91	92	94	92	3	7

# Arranged by the number under Rac1 wt modul (smallest number first): some entries from above
no. | SMILES | Rac1 wt modul
20 | CCc1c(C)c(C#N)c2nc3ccccc3n2c1N(C)C | 92
12 | CCN(Cc1ccncc1)Cc1cn(C)nc1-c1ccc(Oc2ccccc2)cc1 | 99
15 | COc1ccc(C(=O)N/N=C/c2ccccn2)cc1OC | 100
13 | COC(=O)N(C)CCCC1(C)C(=O)N(C)c2ccc(O)cc21 (configuration not stated) | 101
17 | Cc1cccc(C)c1OCc1nnc(SCC(=O)Nc2ccccc2F)o1 | 104
16 | COCCCn1c(SCC(=O)N2CCCCC2C)nnc1-c1ccco1 (configuration not stated) | 105
11 | CC(=O)N1CCc2cc(S(=O)(=O)NCCC(=O)Nc3cc(C)cc(C)c3)ccc21 | 110

# Additional records
nr	smiles	Rab7 wt modul	Mcl1 Bid PPI	HRas wt GTP	Mcl1-Noxa inh	Mcl-1 Bim block	Cdc42 wt GTP	Rac1 mut GTP	Rab2 wt GTP	Rac1 wt modul	Pf gametocyte	Avidin bead fluor
21	Cc1ccc(CN2C(=O)N/C(=C/c3ccc4c(c3)n(C)c(=O)n4C)C2=O)cc1	u	-2	u	21	1	u	u	u	u	x	11
22	O=C(NNC(=S)Nc1ccccc1)Nc1ccccc1	93	-61	94	12	1	93	95	98	97	-3	9
23	CCCOc1ccc(C(=O)NCCc2ccccc2)cc1	101	-2	96	-1	-3	101	96	101	98	0	8
24	CCCCCSc1nncc(=O)[nH]1	98	-17	99	12	1	102	99	98	103	30	11
25	COc1cccc(C2=CC(c3cccc(OC)c3OC)n3nnnc3N2)c1 (configuration not stated)	97	-8	94	-1	-5	91	94	92	89	x	12
26	O=C(O)c1ccccc1S(=O)(=O)NCC(O)COC1CCCCC1 (configuration not stated)	97	22	97	7	-3	99	96	101	100	10	15
27	COc1cc2c(cc1OC)CN(CC(=O)NC(=O)NCc1ccccc1)CC2	96	-23	96	-3	0	97	98	98	100	-10	11
28	CCOC(=O)c1c(NC(=O)CN2C(=O)NC3(CCCCC3C)C2=O)sc(C)c1C (configuration not stated)	94	-7	95	10	-6	97	96	96	101	-20	13
29	Cn1c(=O)c2c(-c3ccc(C(C)(C)C)cc3)n(CC3CCCO3)cc2n(C)c1=O (configuration not stated)	96	-31	99	21	-3	101	97	96	98	11	36
30	Cc1cccc(OCC2CCCN(Cc3nc(C4CC4)no3)C2)c1 (configuration not stated)	95	-16	96	17	4	99	95	95	94	-7	8

# Complete entries as entered above. Order of screens: Rab7 wt modul	Mcl1 Bid PPI	HRas wt GTP	Mcl1-Noxa inh	Mcl-1 Bim block	Cdc42 wt GTP	Rac1 mut GTP	Rab2 wt GTP	Rac1 wt modul	Pf gametocyte	Avidin bead fluor
# CCCCCSc1nncc(=O)[nH]1 is entered as 98	-17	99	12	1	102	99	98	103	30	11
# O=C(O)c1ccccc1S(=O)(=O)NCC(O)COC1CCCCC1 (configuration not stated) is entered as 97	22	97	7	-3	99	96	101	100	10	15

# Carrying on.
nr	smiles	Rab7 wt modul	Mcl1 Bid PPI	HRas wt GTP	Mcl1-Noxa inh	Mcl-1 Bim block	Cdc42 wt GTP	Rac1 mut GTP	Rab2 wt GTP	Rac1 wt modul	Pf gametocyte	Avidin bead fluor
31	Cc1ccccc1OCC(O)Cn1nnc2ccccc21 (configuration not stated)	98	5	101	7	-1	101	100	101	104	10	24
32	CCC(C(=O)NCc1ccco1)N(C(=O)CNS(=O)(=O)c1ccc(C)cc1)c1ccccc1OC (configuration not stated)	103	-48	107	9	1	106	101	102	107	6	15
33	CC(=O)Nc1ccccc1C(=O)C(=O)Nc1cccc(C(=O)NCc2ccccc2)c1	97	-28	103	31	-1	102	100	98	105	7	16
34	CCc1ccc(C2=NN(S(C)(=O)=O)C(c3cccs3)C2)cc1 (configuration not stated)	u	2	u	2	0	u	u	u	u	-11	5
35	COc1ccc(O)c(/C=N/Nc2nc3ccccc3[nH]2)c1	98	-48	95	21	3	96	94	93	97	-22	10
36	Cc1cc2nc3c(nc2cc1C)C1(C(=O)O)CCC3(C)C1(C)C (configuration not stated)	94	-7	95	7	-4	99	95	97	95	0	14
37	NC(=O)C1CCN(CC(=O)Nc2ccccc2Sc2ccc(Cl)cc2)CC1	99	1	100	7	-8	101	101	100	105	5	12
38	Nc1nc(CN2CCOCC2)cs1	101	-34	101	18	-5	102	101	99	109	x	10
39	O=C(NC1CCCC1)C(c1ccccc1)N(C(=O)c1ccno1)c1cccnc1 (configuration not stated)	102	-21	99	-9	-3	102	97	99	103	x	9
40	CN(c1ccccc1)S(=O)(=O)c1cccc(C(=O)NCCc2ccc(O)c(O)c2)c1	102	-26	98	41	0	97	91	99	97	-1	10

# Next part
nr	smiles	Rab7 wt modul	Mcl1 Bid PPI	HRas wt GTP	Mcl1-Noxa inh	Mcl-1 Bim block	Cdc42 wt GTP	Rac1 mut GTP	Rab2 wt GTP	Rac1 wt modul	Pf gametocyte	Avidin bead fluor
41	CCN(CC)CCOC(=O)c1ccc(NC(=O)COc2cc(=O)n(CC)c3ccccc23)cc1	100	5	95	12	-4	95	94	95	95	12	5
42	CCCCSCCCNC(=S)Nc1ccccc1C	101	-27	99	10	-3	100	95	102	99	-20	7
43	CC(CCc1ccccc1)NCC(O)c1ccc(O)c(C(N)=O)c1 (configuration not stated)	101	-1	101	17	0	103	98	101	104	x	10
44	CCN1CNC(=S)N(c2cc(C)ccc2C)C1	97	-29	99	2	0	99	95	96	97	-10	35
45	NC(=O)C1CCN(C(=O)N2c3ccccc3Sc3ccccc32)CC1	97	-19	101	2	0	101	99	101	100	-14	7
46	CCC(C)(C)n1nnnc1CN1CCc2ccccc21	u	-33	u	11	0	u	u	u	u	7	38
47	CCc1ccccc1NC(=O)C1CC(c2ccc(F)cc2)=NO1 (configuration not stated)	97	-24	102	11	-1	99	99	101	102	x	29
48	CN(C)S(=O)(=O)c1cccc(NC(=S)Nc2ccc(Cl)cc2Cl)c1	105	-13	103	19	0	103	100	102	110	-5	8
49	COc1ccccc1/C=C/C(=O)NC(=S)Nc1ccc(S(=O)(=O)N(C)c2ccccc2)cc1	99	-7	97	1	0	97	97	96	100	-15	25
50	Cc1cccnc1CCNC(=O)CCc1nnc(CCc2ccccc2)o1	102	-21	99	3	-1	97	95	96	96	-18	1

# (more compounds)
nr	smiles	Rab7 wt modul	Mcl1 Bid PPI	HRas wt GTP	Mcl1-Noxa inh	Mcl-1 Bim block	Cdc42 wt GTP	Rac1 mut GTP	Rab2 wt GTP	Rac1 wt modul	Pf gametocyte	Avidin bead fluor
51	Cc1ccc(CNC(=O)C23CN(Cc4ccccc4)CC2C(c2cccc([N+](=O)[O-])c2)=NO3)cc1 (configuration not stated)	94	-34	96	0	0	95	94	96	95	x	9
52	Cc1ccc(C(=O)C2=C(O)C(=O)N(CCN3CCOCC3)C2c2ccccn2)o1 (configuration not stated)	104	1	103	10	-2	102	97	102	105	x	11
53	CCc1cc2c(=O)c(-c3nc4ccccc4n3C)coc2c(CN2CCOCC2)c1O	101	-53	100	8	-7	101	98	99	102	0	16
54	C=CCNC(=O)c1onc(CSc2ccc(C(C)C)cc2)c1C(=O)O	92	10	93	12	-1	89	86	88	89	-35	14
55	CSc1nsc(SCc2ccc(F)cc2)n1	101	-10	99	8	6	101	98	100	100	19	7
